PLC-beta3 inh – PLC-beta3 (human) inhibition, primary screen; Q01970; Purified PLC-beta3, fluorogenic substrate, fluorescence; inhibition, % at 12.2 µM; hit rate 0.18% among 370,000; AID 720704; in the data active means inhibition above about 11%;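 further: 0% = median of compound wells on plate and 100% = full blocker control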
ssDAF-12 act – S. stercoralis DAF-12 activation, primary screen. HEK293 ssDAF-12/GRIP1 lit1-tk-luc reporter, luminescence; % of 3 µM dafachronic acid response. activation, % at 6.8 µM. hit rate 1% among 370,000;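 active means activation above the mean over all tested compounds plus 3 SD, cut at about 0.9% in these data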;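 further: 0% = DMSO-only wells and 100% = 3 µM delta7-dafachronic acid wells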
FXN GAA850 act – activators of GAA850 frataxin (FXN) promoter; HEK293 lucGAA850 FXN promoter luciferase reporter, 24 h; percent of 10 µM SAHA response; activation, % at 6 µM; hit rate 0.56% among 360,000;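 active means activation above the average of all compounds screened plus 3 SD, cutoff fixed separately per campaign, cut at about 7.5% in these data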;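 further: 0% = DMSO wells and 100% = 10 µM SAHA wells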
PLCg1 inh – blocks human PLC-gamma1 enzyme activity. hit rate 0.84% among 370,000. purified PLC-gamma1, fluorogenic substrate, fluorescence. inhibition, % at 12.2 µM; in the data active means inhibition above about 9.5%
hcDAF-12 act – H. contortus DAF-12 activation, primary screen; HEK293 hcDAF-12 lit1-tk-luc reporter, luminescence; 0% DMSO, 100% Δ7-dafachronic acid; AID 652067; hit rate 1.4% among 370,000; activation, % at 6.8 µM;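 active means activation above the mean of all tested compounds plus 3 SD, cut at about 5.5% in these data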;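 further: 100% = response to 3 µM Δ7-dafachronic acid high control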
hgDAF12 agonist – activates the H. glycines DAF-12 receptor ligand-binding domain | hit rate 1.8% among 370,000 | AID 687014 | activation, % at 6.8 µM | HEK293 GAL4-hgDAF12 UAS-luciferase reporter, agonist luminescence; normalized to butyrate control;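 active means activation above a cutoff set at the mean of all screened compounds plus 3 SD, cut at about 10% in these data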;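 further: 0% = DMSO wells and 100% = sodium butyrate wells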
ADAM17 inh – inhibitors of human ADAM17 | inhibition, % at 6.95 µM | hit rate 0.83% among 370,000 | P78536 | recombinant ADAM17, EDANS/DABCYL FRET peptide cleavage;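 active means inhibition above the mean of compounds lying between control limits plus 3 SD, set per campaign, cut at about 8.5% in these data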;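 further: 0% = DMSO-only wells as the low control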
ADAM10 inh – inhibits human ADAM10 | hit rate 0.62% among 370,000 | recombinant ADAM10, EDANS/DABCYL FRET peptide cleavage, 3 h | inhibition, % at 7 µM | O14672;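 active means inhibition above a per-campaign cutoff equal to the mean of compounds falling between control-based bounds plus 3 SD, cut at about 20% in these data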;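 further: 0% = DMSO wells while the 100% control is not disclosed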
Target sequence (O14672 214-748 limits assumed): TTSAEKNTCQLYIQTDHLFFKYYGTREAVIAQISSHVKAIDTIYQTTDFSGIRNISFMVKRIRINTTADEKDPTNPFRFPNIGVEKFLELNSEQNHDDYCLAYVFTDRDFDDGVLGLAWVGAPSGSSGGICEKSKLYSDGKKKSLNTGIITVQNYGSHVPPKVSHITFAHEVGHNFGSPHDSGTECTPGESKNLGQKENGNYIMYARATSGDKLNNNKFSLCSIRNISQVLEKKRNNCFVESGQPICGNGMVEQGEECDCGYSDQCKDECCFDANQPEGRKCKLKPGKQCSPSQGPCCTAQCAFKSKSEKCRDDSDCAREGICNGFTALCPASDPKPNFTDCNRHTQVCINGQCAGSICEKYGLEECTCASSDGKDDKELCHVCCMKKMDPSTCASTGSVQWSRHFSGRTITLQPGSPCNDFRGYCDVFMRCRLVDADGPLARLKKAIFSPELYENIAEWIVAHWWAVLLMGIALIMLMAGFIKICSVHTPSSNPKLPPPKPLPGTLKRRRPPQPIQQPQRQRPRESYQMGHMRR
DAX1 inh-1 – inhibitors of DAX1 repression of SF-1 activated StAR promoter | HEK293T StAR-luciferase reporter, SF-1/DAX-1 repression relief | inhibition, % at 6.8 µM | hit rate 1.1% among 370,000 | AID 652010;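 active means inhibition above the mean over all tested compounds plus 3 SD, cut at about 3.6% in these data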;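 further: 0% = DAX-1 cells with DMSO and 100% = cells lacking DAX-1 with DMSO; higher inhibition means more luminescence from relief of DAX-1 repression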
DAX1 inh-2 – inhibitors of human orphan nuclear receptor DAX1 (NR0B1); P51843; HEK293 Gal4-DAX1 luciferase reporter, luminescence; inhibition, % at 6.75 µM; hit rate 0.99% among 340,000; AID 504766;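 active means inhibition above the mean over all tested compounds plus 3 SD, cut at about 4.2% in these data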;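 further: 0% = DAX1-transfected cells with DMSO and 100% = empty-vector control cells with DMSO; inhibition shows as a rise in luminescence from relieved DAX1 repression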
HGIII-sPLA2 inh – Blocks human group III sPLA2 activity | Q9NZ20 | QFRET BODIPY PC-A2 liposome hydrolysis, fluorescence | inhibition, % at 12.2 µM | hit rate 0.56% among 370,000;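 active means inhibition above mean plus 3 SD of compounds lying within the high and low control bounds, cut at about 19% in these data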;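 further: 0% = median of test compound wells and 100% = no enzyme DMSO wells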
Target sequence (Q9NZ20 whole entry, looked up): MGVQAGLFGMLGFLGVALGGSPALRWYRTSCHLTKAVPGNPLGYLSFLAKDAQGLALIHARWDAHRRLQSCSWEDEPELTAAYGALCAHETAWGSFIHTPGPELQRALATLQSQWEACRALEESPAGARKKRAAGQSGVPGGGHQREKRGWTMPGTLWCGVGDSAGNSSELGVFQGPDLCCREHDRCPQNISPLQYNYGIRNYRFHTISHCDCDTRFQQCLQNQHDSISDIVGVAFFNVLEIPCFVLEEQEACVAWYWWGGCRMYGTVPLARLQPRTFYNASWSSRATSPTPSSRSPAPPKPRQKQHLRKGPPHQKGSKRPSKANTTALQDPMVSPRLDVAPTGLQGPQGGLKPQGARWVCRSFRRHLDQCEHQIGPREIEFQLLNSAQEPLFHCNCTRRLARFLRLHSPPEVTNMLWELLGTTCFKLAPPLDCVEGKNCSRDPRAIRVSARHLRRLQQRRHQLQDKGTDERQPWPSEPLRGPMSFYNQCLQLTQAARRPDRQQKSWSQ
* marks the source's active call; other numbers are inactive results; / = not tested or not shown. Compounds were not picked by outcome. About 6.9% of those tested had a hit in this group.

SMILES	PLC-beta3 inh	ssDAF-12 act	FXN GAA850 act	PLCg1 inh	hcDAF-12 act	hgDAF12 agonist	ADAM17 inh	ADAM10 inh	DAX1 inh-1	DAX1 inh-2	HGIII-sPLA2 inh
Cc1nn(-c2ccccc2)c(N)c1N=Nc1ccc2ccccc2c1	4	0.6	4.6	0	3.4	23*	7	12	2.5	1.8	-1
CC(Oc1ccccc1Cl)C(=O)Nc1ccccc1C(=O)N1CCOCC1 (stereo unspecified)	-1	-0.7	0.2	2	0.4	2.4	-4	-4	-0.2	-0.1	2
OCCCCCCNc1ccc(CCO)cc1	1	-1.6	/	5	2.0	-0.9	-2	3	-3.1	/	3
O=C(C1=NOC(CNc2ncc(C(F)(F)F)cc2Cl)C1)N1CCOCC1 (stereo unspecified)	3	-0.8	2.7	-2	0.6	-3.6	-6	-3	-0.1	-0.1	0
Cc1nn(CCC#N)c2nc(C(F)(F)F)[nH]c(=O)c12	2	-0.4	-0.5	-3	-1.4	1.1	-3	8	-0.3	-0.8	5
COc1cccc(-c2csc(/C(C#N)=C/Nc3cc4oc5ccccc5c4cc3OC)n2)c1	-5	-1.5	1.0	-1	-0.7	-0.7	-5	-8	-0.2	0.0	0
C=CCC(CC=C)(NC(=O)c1ccccc1C(=O)O)c1ccccc1	2	-1.5	0.6	0	-1.7	-1.4	0	4	0.3	-0.1	-2
N#Cc1ccc(COC(=O)c2cc(=O)c3ccccc3o2)cc1	-8	-0.9	1.1	-2	-0.6	-3.2	-4	-2	-0.8	0.8	1
Cc1nnc(-c2ccc(Oc3ccc(Br)cc3)c([N+](=O)[O-])c2)o1	-2	-1.0	-0.9	0	-1.9	-0.2	-2	-4	0.2	-0.5	4
CCOC(=O)C1CCN(S(=O)(=O)c2cccc(-c3csc(C)n3)c2)CC1	-1	-1.2	8.4*	1	-1.9	2.8	-2	5	-0.4	-0.6	-8
CCCCNC(=O)C1c2ccccc2OCC(=O)N1C1CC1 (stereo unspecified)	2	-0.9	/	3	-0.8	-1.1	-2	2	-0.6	/	-4
CC(C)NC(=O)c1ccc2c(c1)S(=O)(=O)c1ccccc1C2=O	1	-1.0	3.2	-3	-1.9	7.1	-7	-2	-0.1	-0.5	1
O=C(C1COc2ccccc2O1)N1CCN(S(=O)(=O)c2ccccc2)CC1 (stereo unspecified)	3	-1.0	2.0	4	-1.2	0.1	2	2	-1.4	0.1	-5
COc1cccc(OC)c1OCCOc1ccc(C(=O)c2ccccc2)cc1	-1	-2.2	1.1	-1	-3.8	0.1	2	3	-0.4	0.3	-8
COc1ccc2c(c1OC)C(=O)N1N=C(c3ccc(-c4ccccc4)cc3)CC21 (stereo unspecified)	-10	-1.6	-1.0	-4	-1.9	0.4	0	-1	-0.4	0.1	-2
O=C(O)CC(NC(=O)C(c1ccccc1)c1ccccc1)c1ccco1 (stereo unspecified)	-2	-0.7	-0.1	1	-0.5	-1.2	-3	-5	-0.2	0.1	-1
CC(C)NS(=O)(=O)c1ccc(Br)c(C(=O)OC(C)C(=O)NC2CCCCC2C)c1 (stereo unspecified)	-5	-1.4	1.1	0	-0.8	-1.8	7	-4	0.0	-0.7	-8
COc1ccc(N2CCN(C(=O)C3CCN(S(=O)(=O)N4CCOCC4)CC3)CC2)cc1	-1	-1.2	-0.9	0	-1.5	0.1	-5	5	-1.2	-1.6	2
CC(c1cc(F)ccc1O)c1c[nH]c2ccccc12 (stereo unspecified)	-3	-0.3	/	1	6.7*	2.5	1	2	-0.4	/	-66
O=C(NCc1ccccc1)C(c1ccc(F)cc1)N(Cc1ccc2c(c1)OCO2)C(=O)Cn1nnc(-c2cccs2)n1 (stereo unspecified)	5	-1.2	-5.4	-1	-2.6	-1.0	-2	7	0.1	0.5	-1
CC(=O)Oc1ccc2c(c1)C(=O)c1ccccc1C2=O	-7	-0.5	1.0	-2	-0.3	2.5	-7	-9	1.0	2.6	21*
CCc1cccc(NC(=O)CN(C)S(=O)(=O)c2cnc[nH]2)c1	-3	-1.2	5.9	0	-1.8	0.8	-5	-9	-0.2	0.5	-7
O=C(NC1CCN(C(=S)NCCc2ccccc2)CC1)C1CC1	-2	-1.5	2.3	1	-0.3	-1.1	-1	-4	0.2	-1.6	7
CCn1c(CC(=O)Nc2ccc(Cl)c(Cl)c2)nnc1SCc1ccc(C)cc1	4	-1.8	-0.3	6	-1.6	-0.8	1	-11	0.4	-0.7	8
Oc1c(C(c2cccs2)N2CCC3(CC2)OCCO3)sc2ncnn12 (stereo unspecified)	2	-1.6	-0.1	-1	0.8	-0.7	0	-8	0.9	1.9	-6
COc1ccc2c(c1)/C(=N/OC(=O)c1cccs1)CCC2	-2	-0.6	0.6	2	1.0	0.3	2	-6	0.3	0.4	-5
COc1ccc(/C=N/NC(=O)CCN2CCN(c3ccccc3)CC2)c(OC)c1OC	3	-1.4	0.7	2	-0.6	-1.3	0	1	-0.6	-0.5	-1
CCOc1cc(C(c2c(C)[nH][nH]c2=O)c2c(C)[nH][nH]c2=O)ccc1OS(=O)(=O)c1ccc(C)cc1	2	-1.6	-0.1	1	-1.6	0.0	2	16	-0.8	1.4	-51
CC(=O)OC(COc1ccccc1)Cn1cnc2ccccc21 (stereo unspecified)	-4	-1.0	2.8	0	-0.8	-0.5	-8	-8	0.1	0.9	2
Fc1ccc(OCCCCN2CCOCC2)cc1	-1	-0.3	1.1	0	-0.8	-1.2	-1	-4	0.3	0.1	-2
Cc1ccc(NS(=O)(=O)c2cc(C(=O)N3CCc4ccccc4C3)ccc2Cl)cc1	0	-1.7	-0.7	-2	-2.9	3.1	1	9	-0.4	0.4	-24
CC(C(=O)NC1CCCC1)N1CCN(S(=O)(=O)c2ccccc2Cl)CC1 (stereo unspecified)	-7	-0.4	-0.6	1	0.6	1.6	-2	-10	0.6	-1.4	3
Cc1cccn2c(=O)c(C=NCCO)c(Nc3ccc(Cl)cc3)nc12	1	-0.9	/	0	3.3	1.3	0	-3	-0.2	/	6
CCCCOC(=O)c1ccc(NC(=O)c2cc(Cl)c(Cl)cc2C(=O)O)cc1	-4	-0.3	3.7	-1	-0.6	2.1	-1	-4	1.2	0.7	3
O=C(Nc1ccccc1C(=O)NCc1ccco1)c1ccccc1	-3	-1.5	1.0	-2	-2.8	2.9	-4	3	-0.1	-0.8	-12
C=CCc1cccc2cc(C(=O)OCC)c(=O)oc12	-37	-1.1	0.5	-30	-1.6	1.9	-24	-95	-0.5	0.0	9
O=C(Nc1ccccc1F)C1CCN(C(=O)NCc2ccccc2)CC1	0	-0.6	0.3	1	-0.2	-2.4	-1	1	-0.4	-0.7	-1
CC(=O)NC(CC(=O)OCC(=O)N1CCc2ccccc21)c1ccccc1 (stereo unspecified)	-4	-0.8	2.9	0	-2.4	-1.9	-1	-13	0.1	-0.2	-4
COc1ccc(Cl)cc1N1C(=NC(=O)C2CCCO2)SC2CS(=O)(=O)CC21 (stereo unspecified)	0	-1.1	0.0	2	2.7	1.2	4	5	0.2	-0.1	-1
CCc1ccc(NC(=O)COC(=O)CCc2nc3cc(S(=O)(=O)N(CC)CC)ccc3n2C)cc1	-2	-0.6	2.1	-2	-1.5	-1.5	3	10	-0.1	-0.4	-16
CC1(c2nnc(-c3ccc(Cl)cc3)o2)CC(c2cccc(Cl)c2)=NO1 (stereo unspecified)	2	-1.2	-0.1	-3	1.4	2.0	4	8	0.0	2.9	-1
COc1ccc(N2CCN(C(=O)c3cc(N4C(=O)C5C6CCC(C6)C5C4=O)ccc3Cl)CC2)cc1 (stereo unspecified)	4	-0.7	0.8	3	-2.6	-0.8	0	2	-1.1	0.4	-7
Cn1ccnc1SCC(=O)c1ccc2ccccc2c1	-9	0.9	5.2	-2	4.9	13*	0	-13	3.5	2.1	-11
C[C@H](CO)N1C[C@H](C)[C@@H](CN(C)C(=O)Nc2ccc(C(F)(F)F)cc2)Oc2c(NC(=O)Nc3ccccc3)cccc2C1=O	1	-1.7	-1.1	3	-1.6	-1.9	3	10	0.5	-1.2	-29
CCc1nc2ccc(C(=O)N(C)CC(=O)Nc3ccccc3C(F)(F)F)cc2nc1CC	-4	-1.3	2.7	3	-0.6	-0.4	-1	-12	-1.1	-1.1	6
COc1ccc(C(c2nnnn2Cc2ccccc2)N2CCN(c3nc4ccccc4s3)CC2)cc1 (stereo unspecified)	2	-1.6	0.8	4	-0.3	-2.5	5	12	-2.0	-1.4	-16
COc1ccccc1CNC(=O)COC(=O)CNS(=O)(=O)c1ccc(C)cc1	-1	-0.5	3.5	1	-0.3	-0.4	2	1	-1.7	-0.3	-1
COC(=O)c1ccc2c(c1)S(=O)(=O)NC2C (stereo unspecified)	1	-1.2	/	-1	-0.5	1.2	-6	-11	0.4	/	8
Cc1ccc(SCC(=O)OCC(=O)N(CC(C)C)C2CCS(=O)(=O)C2)cc1C (stereo unspecified)	-7	-0.8	-0.6	-2	-1.0	1.5	-3	-7	-2.2	0.0	-3
CC1=C(C(=O)OCCOc2ccccc2)C(c2ccsc2)NC(=O)N1C (stereo unspecified)	-2	-1.7	0.0	2	-2.2	-0.1	0	-5	-0.6	-1.5	-5
Cc1ncc([N+](=O)[O-])n1CC(=O)Nc1ccc2c(c1)OCO2	2	-1.4	0.9	5	-0.9	3.9	0	6	-0.3	-0.2	-1
CN1CCN(Cc2nnc(-c3ccccc3)o2)CC1	-4	-1.2	1.7	3	0.6	-0.1	-3	5	0.0	0.4	2
CC(=O)C1(C)N(O)C(C)(C)C(c2cccs2)=[N+]1[O-] (stereo unspecified)	1	-1.2	3.9	1	0.3	-1.2	-2	0	0.3	1.1	0
OC(COCc1ccc2c(c1)OCO2)CN1CCN(Cc2ccccc2)CC1 (stereo unspecified)	0	-0.8	1.5	-1	1.2	4.8	-4	1	0.6	-0.9	3
Cc1ccc(C)c(NS(=O)(=O)c2ccc(-c3cnc(C4CC4)o3)cc2)c1	-11	-0.4	-0.4	0	-1.3	-6.0	0	15	-0.2	-2.6	-35
Cn1c(=O)c(Oc2cc(Cl)cc(Cl)c2)nc2ccccc21	-3	-1.1	0.0	-2	1.9	1.3	-5	-17	-1.2	1.6	4

Grouped by structure, those above containing bromine (2)
SMILES	PLC-beta3 inh	ssDAF-12 act	FXN GAA850 act	PLCg1 inh	hcDAF-12 act	hgDAF12 agonist	ADAM17 inh	ADAM10 inh	DAX1 inh-1	DAX1 inh-2	HGIII-sPLA2 inh
Cc1nnc(-c2ccc(Oc3ccc(Br)cc3)c([N+](=O)[O-])c2)o1	-2	-1.0	-0.9	0	-1.9	-0.2	-2	-4	0.2	-0.5	4
CC(C)NS(=O)(=O)c1ccc(Br)c(C(=O)OC(C)C(=O)NC2CCCCC2C)c1 (stereo unspecified)	-5	-1.4	1.1	0	-0.8	-1.8	7	-4	0.0	-0.7	-8
